Compound activity: PubChem BioAssay, National Center for Advancing Translational Sciences (NCATS)
D1 agonist – activates the human D1 dopamine receptor. P21728. HEK293 T-REx D1 cells, calcium flux, agonist mode. activation, % at 2 µM. 360,000 compounds, 1% hits; in the data active = activation above about 30%; note: 0% is about no effect
Target sequence (P21728 whole entry, looked up): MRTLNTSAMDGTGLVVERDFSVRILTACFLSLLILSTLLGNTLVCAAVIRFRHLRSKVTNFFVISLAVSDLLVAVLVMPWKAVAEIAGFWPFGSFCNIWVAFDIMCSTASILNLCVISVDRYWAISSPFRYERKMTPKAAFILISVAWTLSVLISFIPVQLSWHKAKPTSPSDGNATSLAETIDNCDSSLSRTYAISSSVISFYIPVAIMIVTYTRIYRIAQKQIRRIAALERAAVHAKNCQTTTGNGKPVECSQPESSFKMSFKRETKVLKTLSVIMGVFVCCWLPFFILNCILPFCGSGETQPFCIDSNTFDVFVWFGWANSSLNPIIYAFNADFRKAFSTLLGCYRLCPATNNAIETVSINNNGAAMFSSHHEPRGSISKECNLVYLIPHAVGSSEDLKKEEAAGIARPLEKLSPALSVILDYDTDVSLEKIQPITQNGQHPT
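Tetracycline-induced HEK293 TREx D1 cells, force-coupled to calcium signalling, were dye-loaded with a no-wash calcium kit. Compound was pin-added after a 10 s baseline. Fluorescence was read kinetically at 1 cycle/s for 180 s, with calcium rises flagged as agonism.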
GRP78 ERSR act – inducers of ER stress response in human glioma cells | 420,000 compounds, 0.02% hits | U87-MG GRP78 promoter luciferase reporter, 16 h | Potency, µM, for inactives: at the top dose activation, actives largely listed as activators; note: potency is the fitted concentration of half-maximal effect; series mostly up to about 76 µM; % of control where 0% means no effect; nearly all actives have a fitted effect of over 35% in size
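Stably transfected U87-MG glioma cells carrying a GRP78-based luciferase sensor; 16 h compound incubation. Luminescence end-point read 10 min after Bright-Glo addition at room temperature.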
D2 potentiator – D2 dopamine receptor (human) potentiation | AID 485347 | HEK293 T-REx D2, calcium flux, EC20 dopamine potentiation | potentiation, % at 10 µM | P14416 | 340,000 compounds, 0.34% hits;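 active = potentiation over 3 SD above the plate norm, cut at about 30% in these data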; note: 0% is about no effect
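Cells plated with tetracycline inducer and held overnight at 30 C; calcium dye loaded 30–90 min at room temperature; baseline taken, compound added and read 180 s; EC20 dopamine then added and read 180 s.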
RXFP1 agonist – agonists of human relaxin receptor RXFP1 | 370,000 compounds, 0.3% hits | Potency, µM (series often up to 57.5 µM), without a hit: at the highest dose activation, hits mostly activators | Q9HBX9 | HEK293T-RXFP1 cAMP TR-FRET, 30 min; response scale: percent of porcine relaxin response, buffer zero | AID 2676; note: potency is the fitted concentration of half-maximal effect; % is set by controls: 0 for no effect and ±100 for the full control effect; nearly all actives have a fitted effect of over 60% in size; many of its hits are not listed in these tables
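Agonist response is measured as cAMP accumulation in an RXFP1-transfected HEK293T line under PDE4 inhibition. Values are scaled between buffer-only and 29 nM porcine relaxin, and EC50s come from standard Hill equation fits.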
RXFP1 antagonist – RXFP1 (human) relaxin receptor antagonism; HEK293-RXFP1, relaxin-stimulated cAMP HTRF, 30 min; hits give low values; activity change, negative = inhibition, % at 57.5 µM; 350,000 compounds, 0.59% hits;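 active = activity change of -60% or lower, but not beyond a set lower limit; inconclusive = change between -60% and -40%, or beyond the set limit; inactive = change above -40%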; note: % is set by controls: 0 for no effect and ±100 for the full control effect
D1 antagonist – human D1 dopamine receptor antagonism | P21728 | HEK293 TREx D1 cells, calcium flux, dopamine EC80; hits give low values | 360,000 compounds, 3.2% hits | activity change, negative = inhibition, % at 10 µM | AID 504652; in the data active = activity change below about -30%; note: % is set by controls: 0 for no effect and ±100 for the full control effect
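Inducible Hek293 Trex D1 cells (tetracycline, overnight, 30 C). Calcium dye 30–90 min RT. Antagonist mode: EC80 dopamine added after 180 s compound read.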
Vif-A3G inh – inhibitors of Vif-APOBEC3G interaction | Q9HC16 | HeLa A3G-eYFP + Vif (tagged APOBEC3G with the HIV-1 protein that degrades it), YFP fluorescence, overnight | Potency, µM (series often up to 46.1 µM), for the others: at the highest dose activity, negative = active, most hits filed as inhibitors | 410,000 compounds, 0.076% hits;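 note: potency is the fitted concentration of half-maximal effect; % is set by controls: 0 for no effect and ±100 for the full control effect; nearly all actives have a fitted effect of over 60% in size; hits raise eYFP signal because A3G escapes Vif-driven loss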
Target sequence (Q9HC16 whole entry, looked up): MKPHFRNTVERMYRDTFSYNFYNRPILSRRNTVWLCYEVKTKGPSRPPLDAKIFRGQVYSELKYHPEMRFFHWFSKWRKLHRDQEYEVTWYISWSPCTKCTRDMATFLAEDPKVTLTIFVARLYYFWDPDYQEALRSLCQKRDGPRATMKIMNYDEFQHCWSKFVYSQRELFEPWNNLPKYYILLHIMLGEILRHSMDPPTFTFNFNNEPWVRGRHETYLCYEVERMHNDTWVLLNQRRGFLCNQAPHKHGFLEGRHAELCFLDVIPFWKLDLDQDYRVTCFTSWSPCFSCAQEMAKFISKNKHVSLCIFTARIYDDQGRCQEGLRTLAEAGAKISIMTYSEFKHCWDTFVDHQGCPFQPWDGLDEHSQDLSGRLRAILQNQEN
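Read-out is eYFP fluorescence (Ex 488/Em 500-530) from Vif-expressing HeLa A3G-eYFP cells; more signal means A3G escaped Vif-mediated degradation. Cells plated overnight, compound pinned in, incubated overnight at 37 deg C.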
Vif-A3F inh – Vif-A3F binding inhibition; HeLa A3F-eYFP + Vif (tagged APOBEC3F with the HIV-1 protein that degrades it), YFP fluorescence increase; Potency, µM (top dose mostly 46.1 µM), inactives show at the top dose activity, negative = active; 390,000 compounds, 0.2% hits; AID 602313; note: potency is the fitted concentration of half-maximal effect; % of control where 0% means no effect; nearly all actives have a fitted effect of over 65% in size
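HeLa cells stably expressing A3F-eYFP plus Vif, plated and incubated overnight at 37 deg C, then exposed to compounds overnight at 37 deg C. Blocked degradation read as raised yellow fluorescence (Ex 488/Em 500-530).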
D1 PAM – potentiators of human D1 dopamine receptor; potentiation, % at 10 µM; AID 504651; 360,000 compounds, 0.036% hits; P21728; HEK293 TREx D1 cells, calcium flux, dopamine EC20 potentiation; in the data active = potentiation above about 30%; note: 0% is about no effect
Active calls of the source: *; u = inconclusive; x = not tested or not shown. Unless noted, calls come from the whole dose curve; as a rule, active = well fitted curve in the direction sought with a large enough effect; inconclusive = small, poorly fitted or top-dose-only effect, or another doubt; inactive = no such curve, though single readings can be large; an effect the other way counts as inactive or inconclusive. These rows are one share of the data (hit frequency here may not be typical).

Below each SMILES: D1 agonist | GRP78 ERSR act | D2 potentiator | RXFP1 agonist | RXFP1 antagonist | D1 antagonist | Vif-A3G inh | Vif-A3F inh | D1 PAM
O=C(N/N=C/C(Br)=C/c1ccccc1)c1cccs1
    0 | 2% | -14 | 0.0% | u | 0 | -9% | 10% | -8
CCN(CC)c1ccc(NC(=O)COCc2cc(-c3ccc4c(c3)OCO4)on2)c(C)c1
    0 | -5% | 3 | 0.1% | -34 | -7 | 5% | 4% | -3
CN(C)c1ccc(/C=C(/NC(=O)c2ccccc2)C(=O)N2CCCC2)cc1
    18 | 2% | 4 | 0.2% | -7 | 22 | 1% | -3% | 2
O=C(OCC(=O)N1CCOCC1)c1ccc2[nH]c3c(c2c1)CCCC3
    0 | 0% | -7 | -0.1% | 0 | 5 | 3% | 3% | -6
COc1cc(/C=N/N=C(\N)c2nonc2N)cc(OC)c1OC
    3 | 3% | x | -0.5% | -7 | 5 | -8% | -8% | -5
O=C(N/N=C/C=C\c1ccccc1[N+](=O)[O-])c1ccco1
    1 | 0% | x | 0.7% | -2 | -5 | 0% | 7% | 2
CCc1ccc(S(=O)(=O)c2c[nH]c3cc(OC)c(OC)cc3c2=O)cc1
    -1 | -2% | 1 | 6.9% | x | -43* | -29% | -8% | -4
N#CC(c1nc2ccccc2nc1N1CCCC1)S(=O)(=O)c1cccs1 (stereo not drawn)
    6 | -1% | 8 | -0.1% | 14 | 1 | -7% | -2% | 5
O=C(CN(Cc1cccs1)C(=O)CCC(=O)Nc1nccs1)NCc1ccccc1
    2 | 6% | 3 | 0.8% | -6 | 13 | 1% | -6% | -13
CCOC(=O)c1c(-c2cccs2)csc1NC(=O)CC(C)C
    4 | -6% | -4 | -1.4% | -13 | 3 | 0% | -4% | 4
Cc1ccc(Cl)cc1NC(=O)CCn1cccc1
    4 | -6% | x | 0.6% | 3 | 2 | 1% | 4% | -4
O=C(CN(C(=O)c1csnn1)c1ccc(Cl)cc1)NCc1ccc2c(c1)OCO2
    8 | 2% | -7 | 2.1% | -8 | 0 | 0% | 11% | x
COc1cc(CCC(=O)OCC(=O)Nc2ccccc2C(C)C)cc(OC)c1OC
    1 | 0% | 12 | -0.4% | 1 | -11 | 0% | -5% | -8
Cc1nc2c(C(=O)NCCC3=CCCCC3)c[nH]n2c(=O)c1Cl
    3 | 0% | -6 | -2.3% | -3 | -17 | 0% | -1% | -10
CCN(CC)C(=O)Cn1c(=O)n(-c2ccc(C)c(C)c2)c(=O)c2c(C)c(C(=O)N(CC)CC)sc21
    1 | -1% | 21 | 0.6% | -6 | 7 | 4% | 3% | 6
COc1cccc(CN2CCC(n3nccc3NC(=O)CCCc3ccccc3)CC2)c1O
    11 | -2% | -13 | 2.6% | 1 | 9 | 3% | -26% | -7
COc1ccc(C(=O)COc2ccccc2C#N)cc1
    3 | 2% | -2 | 3.3% | 3 | -9 | -5% | 15% | -2
CCOC(=O)C1C(=O)CC(C)(O)C(C(=O)OCC)C1c1ccc(OC)cc1 (stereo not drawn)
    1 | -4% | 5 | 1.4% | 1 | 0 | 1% | -29% | -3
CN=C1SC(CC(=O)Nc2sc(C)c(C)c2C(=O)OC)C(=O)N1C (stereo not drawn)
    4 | -1% | 2 | 3.4% | -12 | 6 | 0% | -3% | 3
Cc1nn(CC(=O)NCCN2CCOCC2)c(C)c1[N+](=O)[O-]
    1 | -3% | 0 | 0.2% | -21 | -11 | 1% | x | -3
Cc1ccc2nc(SCc3cn4cccnc4n3)[nH]c2c1
    2 | -1% | -4 | 9.4% | 19 | 9 | 0% | 5% | 24
CC(=O)c1ccc(Nc2cc(C)nc3c(C)cccc23)cc1
    10 | -1% | -13 | -0.1% | -7 | -31* | u | -16% | -3
CCCOc1ccc(/C=N/Nc2ccccc2[N+](=O)[O-])c(O)c1
    4 | -4% | 7 | -0.1% | 0 | 11 | -2% | 4% | 3
Clc1cccc(Cl)c1C1=NOC(c2nnc(-c3ccccc3)o2)C1 (stereo not drawn)
    4 | 3% | -5 | 2.2% | x | -10 | -2% | 0% | -8
CC(=O)N1C(=O)c2cccc3cccc(c23)C(=O)N1C(C)=O
    2 | 1% | 16 | 2.0% | 1 | 22 | -1% | 1% | -7
COc1ccc(OCC(=O)Nc2sc3c(c2C(=O)NCC2CCCO2)CCC3)cc1 (stereo not drawn)
    x | -1% | x | -0.7% | 5 | x | 0% | -2% | x
Cc1cccc(N(C)S(=O)(=O)c2cc3c(cc2C)n(C)c(=O)c(=O)n3C)c1
    1 | -3% | -1 | 13% | -26 | 33 | 1% | 2% | 4
CNc1nc(-c2ccccn2)nnc1-c1ccccc1
    1 | -5% | 4 | -0.8% | 13 | -3 | -9% | -6% | -1
CCCN(CC(=O)Nc1ccccc1C)C(=O)c1ccc2c(c1)OCO2
    5 | -2% | 8 | 1.0% | -3 | 5 | 2% | -8% | x
COC(=O)c1ccc(N2CCCCC2)c(N)c1
    1 | 4% | -1 | 0.8% | 16 | 12 | 0% | 8% | -3

D1 antagonist: entries above that show a hit
Below each SMILES: D1 agonist | GRP78 ERSR act | D2 potentiator | RXFP1 agonist | RXFP1 antagonist | D1 antagonist | Vif-A3G inh | Vif-A3F inh | D1 PAM
CCc1ccc(S(=O)(=O)c2c[nH]c3cc(OC)c(OC)cc3c2=O)cc1
    -1 | -2% | 1 | 6.9% | x | -43* | -29% | -8% | -4
CC(=O)c1ccc(Nc2cc(C)nc3c(C)cccc23)cc1
    10 | -1% | -13 | -0.1% | -7 | -31* | u | -16% | -3

Returning to the listing, starting 4 compounds before the break.
Below each SMILES: D1 agonist | GRP78 ERSR act | D2 potentiator | RXFP1 agonist | RXFP1 antagonist | D1 antagonist | Vif-A3G inh | Vif-A3F inh | D1 PAM
Cc1cccc(N(C)S(=O)(=O)c2cc3c(cc2C)n(C)c(=O)c(=O)n3C)c1
    1 | -3% | -1 | 13% | -26 | 33 | 1% | 2% | 4
CNc1nc(-c2ccccn2)nnc1-c1ccccc1
    1 | -5% | 4 | -0.8% | 13 | -3 | -9% | -6% | -1
CCCN(CC(=O)Nc1ccccc1C)C(=O)c1ccc2c(c1)OCO2
    5 | -2% | 8 | 1.0% | -3 | 5 | 2% | -8% | x
COC(=O)c1ccc(N2CCCCC2)c(N)c1
    1 | 4% | -1 | 0.8% | 16 | 12 | 0% | 8% | -3
Cc1ccc(NC(=O)CSc2nnc(C)n2CC2CCCO2)cc1 (stereo not drawn)
    2 | -4% | 20 | 0.4% | 6 | 28 | 2% | 9% | 2
O=C(CC(Sc1n[nH]c(-c2ccccc2)n1)c1ccccc1)NCc1ccccc1 (stereo not drawn)
    0 | -4% | -5 | -2.3% | x | -15 | -1% | 2% | -3
O=c1c2cc(Cl)ccc2nc(-c2ccc(Cl)c(Cl)c2)n1O
    88* | -1% | -17 | 7.5% | -5 | -45* | 4% | 7% | -10
Cc1ccc(S(=O)(=O)NCC(=O)Nc2ccc3c(c2)OCCO3)cc1
    0 | -4% | x | 0.1% | -8 | 17 | 8% | -4% | -6
Cc1ccc(Cc2c(-c3ccc(Br)cc3)nc3cc(C)ccn23)cc1
    x | 7% | x | x | -2 | x | -2% | -3% | x
Cc1ccc(CNC(=O)C2CCN(Cc3nc(-c4cccc(Br)c4)oc3C)CC2)cc1
    -3 | -1% | 9 | 21% | -1 | -10 | -7% | -7% | -1
COc1ccc(CCNC(=O)C2CCN(S(=O)(=O)c3ccc4nc5c(c(C(=O)O)c4c3)CCCC5)CC2)cc1OC
    5 | -1% | 2 | 1.6% | 8 | -3 | 3% | 6% | 4
CSc1ccccc1NC(=O)CN1CCN(S(=O)(=O)c2ccccc2[N+](=O)[O-])CC1
    4 | -4% | -11 | 1.9% | 4 | -5 | 0% | 1% | -4
CC1CN(c2ccc([N+](=O)[O-])cc2F)CCN1C(=O)c1ccco1 (stereo not drawn)
    5 | -6% | -22 | 1.5% | -3 | -10 | 1% | -3% | -1
CN(C)c1nc(N(C)C)n(C(=O)c2cccs2)n1
    0 | 0% | 4 | -0.3% | -5 | -9 | 1% | 12% | 0
Cc1ccc(C(C)NC(=O)c2cccs2)cc1C (stereo not drawn)
    x | -1% | x | x | -9 | x | -3% | 7% | x
Cc1cccc(NC(=O)Cn2nc3c4ccccc4n(Cc4ccccc4)cc-3c2=O)c1
    1 | -4% | 1 | 0.5% | 9 | -1 | -3% | -10% | -3
CCOc1ccc2nc(N3CCC(C(=O)Nc4cc(C)ccc4C)CC3)sc2c1
    1 | 2% | -6 | 1.2% | 7 | 0 | -4% | -11% | -2
Cc1ccccc1Nc1c(-c2cccc(Cl)c2)nc2ncccn12
    1 | -4% | 20 | 2.6% | -13 | -7 | -5% | 2% | -1
COc1ccc(-c2cccc(NS(=O)(=O)c3cc([N+](=O)[O-])ccc3C)c2)nn1
    8 | -4% | 3 | -1.6% | -14 | 0 | 1% | -24% | 9
COc1ccc(N2C(=O)CSC23C(=O)N(CC(N)=O)c2ccccc23)cc1 (stereo not drawn)
    6 | -4% | 0 | 4.0% | x | 6 | 2% | 5% | 2
Cn1c(=O)c(C(=O)Nc2ccccc2S(N)(=O)=O)c(O)c2ccccc21
    0 | 2% | 2 | -2.2% | -32 | 8 | -2% | 1% | -1
COc1ccc(C2C(C(C)=O)=C(O)C(=O)N2c2nccs2)c(OC)c1 (stereo not drawn)
    4 | -1% | 3 | 14% | -6 | 4 | 5% | u | 4
O=c1sc(N2CCN(c3ccc(F)cc3)CC2)nc2ccsc12
    1 | 3% | x | u | -7 | -21 | 1% | -16% | x
COc1ccc(OCCC(=O)OCC(=O)Nc2cccc(Br)c2)cc1
    3 | -4% | -2 | 0.4% | -5 | 7 | -2% | -1% | -5
